Growth percent in the NCI-60 one-dose screen (48 h, 10 µM unless noted): 100 = growth as untreated, 0 = no growth, -100 = all killed.
NCI/ADR-RES = NCI/ADR-RES ovarian cells | AID 1794790 | hit rate 4.4% among 81,000
NCI-H322M = NCI-H322M lung cancer. AID 1794733. hit rate 2.7% among 80,000
NCI-H460 = NCI-H460 lung cancer; hit rate 6.8% among 82,000
IGROV1 = IGROV1 ovarian cancer; hit rate 4.7% among 79,000; AID 1794786
SK-OV-3 = SK-OV-3 ovarian cancer cells | hit rate 3.2% among 80,000
OVCAR-4 = OVCAR-4 ovarian cancer cells; hit rate 3.7% among 80,000
NCI-H522 = NCI-H522 lung cancer | hit rate 8% among 78,000 | AID 1794739
NCI-H226 = NCI-H226 lung cancer; hit rate 3.5% among 79,000; AID 1794732
NCI-H23 = NCI-H23 lung cancer; hit rate 4% among 80,000; AID 1794731
An asterisk follows results filed as active; . = no result given; & = joins results of further samples. The calls were made as follows: active = growth percent below 10; inactive = the rest.

SMILES | NCI/ADR-RES | NCI-H322M | NCI-H460 | IGROV1 | SK-OV-3 | OVCAR-4 | NCI-H522 | NCI-H226 | NCI-H23
COc1cc(Cn2cc(C(=O)Nc3cccnc3Nc3ccc(F)cc3)nn2)cc(OC)c1OC | 86.7 | 95.6 | 106.3 | 113.4 | 112.4 | 96.8 | 100.9 | 96.4 | 95.3
c1ccc(C2=NN3C(C2)c2ccccc2OC3c2ccc3noc(-c4ccccc4)c3c2)cc1 (stereo unspecified) | 104.3 | 97.3 | 110.6 | 103.6 | 96.6 | 112.5 | 99.9 | 100.4 | 99.5
Cc1ccc2[nH]c3nc4cc(N5CCC(N6CCOCC6)CC5)cnc4c(C)c3c2c1 | 97.4 | 98.9 | 101.0 | 97.1 | 107.1 | 107.1 | 87.0 | 103.8 | 94.4
CC(=O)Nc1ccc(OC(=O)Oc2ccc(NC(C)=O)cc2)cc1 | 90.0 | 102.7 | 108.4 | 103.0 | 109.6 | 98.2 | 94.5 | 84.2 | 100.6
CC(C)C(=O)N(C(C)C)C(C)C | 113.2 | 104.1 | 107.6 | 110.8 | 108.8 | 100.7 | 94.6 | 92.3 | 108.6
CC1CCc2c(sc3nc(NN)n(-c4ccccc4)c(=O)c23)C1 (stereo unspecified) | 93.8 | 102.9 | 100.2 | 115.7 | 120.6 | 96.7 | 91.4 | 92.9 | 98.3
COc1c(F)ccc(C(=O)Nc2ccc3nc(NC(=O)C4CCCN(S(=O)(=O)c5ccc(Cl)cc5)C4)sc3c2)c1F (stereo unspecified) | 74.0 | 86.6 | 81.3 | 72.9 | 97.2 | 86.2 | 76.6 | 76.0 | 85.7
O=C(CCCCCCCC(=O)N1CCCC1)N1CCCC1 | 109.0 | 105.5 | 116.2 | 113.9 | 100.8 | 116.9 | 96.4 | 99.2 | 104.8
CCOc1ccc(C(=N)N2CCN(C)CC2)c2ccccc12 | 98.5 | 91.1 | 113.1 | 97.4 | 85.2 | 103.9 | 81.7 | 101.7 | 93.9
CCOc1ccc(N2C(=O)CSC2=S)cc1 | 101.8 | 101.6 | 104.5 | 107.3 | 106.5 | 113.2 | . | 100.1 | 99.1
CCCCCC(=O)C(C)CC (stereo unspecified) | 103.1 | 133.5 | 111.5 | 125.9 | 105.6 | 104.7 | 115.4 | 112.4 | 99.0
CC1(C)CC(=O)C=C(NCCCCCCCCNC2=CC(=O)CC(C)(C)C2)C1 | 105.0 | 98.5 | 108.4 | 101.8 | 98.4 | 111.4 | 88.1 | 100.8 | 102.3
CC(C)COC(c1ccccc1)c1ccccc1 | 102.2 | 103.9 | 114.2 | 100.9 | 107.1 | 121.8 | 86.7 | 105.7 | 103.8
Cc1nc2c(O)cccc2cc1CO | 96.1 | 165.2 | 102.7 | 119.8 | 110.0 | 100.0 | 107.0 | 113.5 | 94.9
CN(N=O)C(=O)c1ccccc1C(=O)N(C)N=O | 104.2 | 102.0 | 119.1 | 111.9 | 105.1 | 113.8 | 96.6 | 98.6 | 99.9
Nc1n[nH]c(CC(=O)NCc2ccccc2)n1 | 112.8 | 102.5 | 120.0 | 114.3 | 105.8 | 106.8 | 96.7 | 114.8 | 108.9
COc1ccc(C2CCN(CC(=O)Nn3c(COc4ccccc4)nc4ccccc4c3=O)CC2)cc1 | 93.9 | 100.6 | 99.6 | 101.7 | . | 99.8 | 89.3 | 116.5 | 102.9
O=C(Nc1ncc(Cc2ccc(F)cc2)s1)C1=NCCCN1 | 94.2 | 93.3 | 101.8 | 101.4 | 95.3 | 111.7 | 87.9 | 97.7 | 83.5
O=C(COc1cc(O)c2c(=O)cc(-c3ccccc3)oc2c1)Nc1ccccc1C(F)(F)F | 51.2 | 62.2 | -42.5* | 40.3 | 44.1 | -50.1* | 46.6 | . | 46.1
CSc1nc(C)c(Br)c(N)n1 | 102.9 | . | 109.3 | 118.8 | 114.0 | 115.7 | 101.4 | . | 102.0
O=S(=O)(O)c1ccc(O)cc1 | 113.9 | 122.4 | 103.7 | 123.5 | 106.4 | 116.4 | . | 116.9 | 113.9
Cn1ccc2cc(NC(=O)CN=[N+]=[N-])ccc21 | 106.9 | 100.9 | 103.1 | 99.1 | . | 114.5 | 93.7 | 95.4 | 99.1
O=C1CCc2cccc(O)c2N1 | 105.8 | 100.2 | 106.0 | 112.8 | 102.5 | 112.4 | 100.6 | 104.7 | 112.8
CCn1c(Sc2nnc(NC(=O)CCN3CCCC3)s2)nc2c1c(=O)n(C)c(=O)n2C | 109.3 | 105.1 | 112.4 | 115.0 | . | 104.8 | 86.8 | 103.4 | 105.9
CC(=O)Nc1nonc1-c1nc2ccccc2n1Cc1ccc(C#N)cc1 | 93.6 | 85.6 | 107.7 | 102.3 | 96.8 | 92.0 | 87.6 | 98.5 | 94.5

Arranged by count of non-hydrogen atoms (lowest first): some entries from above
SMILES | NCI/ADR-RES | NCI-H322M | NCI-H460 | IGROV1 | SK-OV-3 | OVCAR-4 | NCI-H522 | NCI-H226 | NCI-H23
Nc1n[nH]c(CC(=O)NCc2ccccc2)n1 | 112.8 | 102.5 | 120.0 | 114.3 | 105.8 | 106.8 | 96.7 | 114.8 | 108.9
CC(C)COC(c1ccccc1)c1ccccc1 | 102.2 | 103.9 | 114.2 | 100.9 | 107.1 | 121.8 | 86.7 | 105.7 | 103.8
O=C(CCCCCCCC(=O)N1CCCC1)N1CCCC1 | 109.0 | 105.5 | 116.2 | 113.9 | 100.8 | 116.9 | 96.4 | 99.2 | 104.8

(next part)
SMILES | NCI/ADR-RES | NCI-H322M | NCI-H460 | IGROV1 | SK-OV-3 | OVCAR-4 | NCI-H522 | NCI-H226 | NCI-H23
CC1SC(c2cccc(O)c2)N(NC(=O)CCC(=O)c2nc3ncccc3[nH]2)C1=O (stereo unspecified) | 102.4 | 90.9 | 95.8 | 87.2 | 96.2 | 88.6 | 86.7 | 92.1 | 91.1
CCOC(=O)c1[nH]nc2c1C1(C(=O)Nc3ccc(Br)cc31)C(C#N)=C(N)O2 (stereo unspecified) | 103.3 | 102.9 | 105.7 | 98.8 | 111.9 | 99.0 | 97.8 | 98.1 | 97.1
CC1CCN(Cc2cn(CC(=O)Nc3ccc4c(ccn4C)c3)nn2)CC1 | 112.2 | 102.6 | 110.3 | 109.1 | . | 112.0 | 100.8 | 116.0 | 96.2
NCc1ccnc(-c2cc3cc(Cl)c(F)c(F)c3[nH]2)c1 | 101.8 | 93.5 | 101.7 | 102.1 | . | 79.2 | 85.5 | . | 96.2
CC(=O)Nc1ccc(C(=O)COc2ccc(/C=C3\CCc4ccccc4C3=O)cc2)cc1 | 96.2 | 107.5 | 123.7 | . | 117.5 | 103.5 | 92.4 | 94.8 | 107.6
CCCCNC(=O)c1cc(NCc2cc(O)ccc2O)ccc1O | 95.0 | 91.3 | 106.0 | 98.4 | 85.8 | 90.8 | -55.7* | 106.4 | 93.4
CCCCCCCCc1nc2ccccc2s1 | 95.5 | 98.3 | 102.7 | 95.2 | 106.3 | 104.6 | 97.6 | 92.6 | 100.2
NCC1=C(c2ccccc2)Nc2ncc(-c3ccc(Cl)cc3)n2C1O (stereo unspecified) | 102.1 | 93.6 | 106.9 | 80.1 | 86.8 | 102.5 | 80.3 | 97.6 | 91.9
Cc1cc(-c2ccc([N+](=O)[O-])cc2)cc(C)n1 | 112.8 | 114.7 | 109.7 | 115.1 | 112.3 | 98.6 | . | 102.0 | 102.6
CCCC(C)C1CCC(=O)CC1 (stereo unspecified) | 106.1 | . | 103.4 | . | 98.5 | 105.0 | 93.6 | 98.6 | 103.6
CCOc1ccccc1-c1cc(-c2cccs2)c(C#N)c(=O)[nH]1 | 76.7 | 83.9 | 93.8 | 66.7 | 98.7 | 39.2 | 75.5 | 90.9 | 86.1
CCOC(=O)N1C2C=CC(C2)N1C(=O)OCC | 110.1 | 132.9 | 111.2 | 89.2 | 116.8 | 109.2 | 98.3 | . | 101.5
COc1ccc(OC)c(-c2cn3nc(-c4c[nH]c5ccccc45)sc3n2)c1 | 85.2 | 73.8 | 66.2 | 80.8 | 89.4 | 78.6 | 66.2 | 81.4 | 90.3
Cc1ccc(CC(C)(O)CC(C)(O)Cc2ccc(C)cc2)cc1 (stereo unspecified) | 104.9 | . | 110.3 | . | 107.3 | 107.2 | . | 99.9 | 99.8
CNC(=O)c1cc(-n2ccc3cc(NC(=O)Nc4ccc(Cl)c(Cl)c4)ccc32)ccn1 | 79.8 | 100.3 | 83.3 | 97.1 | 104.2 | 83.8 | 68.2 | 84.3 | 89.8
O=C1C(c2ccccc2)=C(c2c[nH]c3ccccc23)C(=O)N1O | 97.9 | 94.5 | 97.0 | 95.9 | 91.5 | 112.1 | 111.9 | 79.9 | 95.1
Cc1[nH]c(C(=O)Nc2ccc(C(N)=O)c(OC(C)C)c2)c(Cl)c1Cl | 103.0 | 97.4 | 99.7 | 110.6 | 122.8 | 119.9 | 79.3 | 101.5 | 100.0
Cc1nc(N)nc(C)c1-c1ccc(C#N)cc1 | 96.8 | 96.3 | 112.2 | 109.6 | 101.4 | 102.4 | 102.0 | 90.1 | 98.8
Cc1ccc(CSCCC(=O)Nc2cc(C(=O)Nc3cc(C(=O)NCCCN4CCOCC4)n(C)c3)n(C)c2)cc1 | 108.0 | 104.6 | 121.6 | 109.6 | 101.5 | 94.7 | 82.7 | 99.5 | 97.1
CC1C(c2ccccc2)OCCN1C=NC#N (stereo unspecified) | 109.7 | 100.4 | 104.9 | 110.5 | 114.4 | 96.9 | 96.0 | 109.1 | 105.2
ClCC1(Cn2cnc3c(Cl)nc(Cl)nc32)COC1 | 105.9 | 100.3 | 86.5 | 90.8 | 93.8 | 93.3 | 71.9 | 87.7 | 69.1
Nc1nc(Sc2ccccc2)c2cc[nH]c(=O)c2n1 | 103.7 | 117.6 | 115.7 | 111.1 | 123.6 | 120.7 | 115.1 | 113.8 | 96.3
N#Cc1c(-c2ccc(Cl)cc2)nc(N=Nc2c(O)[nH]c3ccc(Cl)cc23)nc1N1CCOCC1 | 88.3 | 96.5 | 98.4 | 92.5 | 96.1 | 99.8 | 93.6 | 85.6 | 84.8
CCCC(C)(CC)C(=O)OCC1CSC(=S)S1 (stereo unspecified) | 109.5 | 95.4 | 114.7 | 105.3 | 96.7 | 106.9 | 89.2 | 108.3 | 108.2
COc1ccc(-c2nnc(SCC(=O)Nc3ccc(C(=O)/C=C/c4ccc(OC)c(OC)c4)cc3)o2)cc1 | 90.1 | 94.6 | 95.1 | 85.9 | 84.6 | 86.9 | 68.4 | 86.2 | 91.9

Look-ups from above.
Entry of `N#Cc1c(-c2ccc(Cl)cc2)nc(N=Nc2c(O)[nH]c3ccc(Cl)cc23)nc1N1CCOCC1` under NCI-H226: 85.6
Entry of `CCOc1ccc(N2C(=O)CSC2=S)cc1` under SK-OV-3: 106.5
Entry of `c1ccc(C2=NN3C(C2)c2ccccc2OC3c2ccc3noc(-c4ccccc4)c3c2)cc1` (stereo unspecified) under NCI-H522: 99.9
Entry of `NCC1=C(c2ccccc2)Nc2ncc(-c3ccc(Cl)cc3)n2C1O` (stereo unspecified) under IGROV1: 80.1
Entry of `CC(C)C(=O)N(C(C)C)C(C)C` under NCI/ADR-RES: 113.2

New compounds follow:
SMILES | NCI/ADR-RES | NCI-H322M | NCI-H460 | IGROV1 | SK-OV-3 | OVCAR-4 | NCI-H522 | NCI-H226 | NCI-H23
COc1cc(-c2nc(SC(C)C)nc(NC(C)(C)C)c2C#N)cc(OC)c1OC | 82.9 | 82.3 | 59.6 | 83.1 | 118.9 | 38.8 | 88.8 | . | 86.6
COc1ccc2c(c1)C(C)Cc1c(NCc3ccccc3)ncnc1N2C (stereo unspecified) | 83.5 | 93.9 | 100.8 | 91.0 | 119.6 | 82.8 | 71.5 | 96.0 | 88.9
O=C(O)c1ccccc1Nc1cccc(C(F)(F)F)c1 | 98.6&116.5 | 98.3&101.4 | 104.5&102.0 | 101.0&66.2 | 104.3&114.8 | 108.8&108.0 | 101.0&94.9 | 100.7&92.8 | 97.7&109.7
CCCOC(=O)c1ccc(C(=O)OCCC)nc1 | 98.5 | 94.9 | 108.0 | 106.0 | 104.5 | 116.8 | 127.4 | 98.2 | 102.0
C=C1C(=O)O[C@H]2[C@H]1CC/C(COC(=O)c1ccc(C#N)cc1)=C\CC[C@@]1(C)O[C@@H]21 | 54.5 | 68.1 | 53.7 | 7.6* | 106.2 | 35.9 | -89.6* | -0.6* | 54.4
COc1ccc(-c2csc3c2-n2cccc2C3=O)cc1O | -25.4* | 17.5 | 1.6* | 20.3 | 1.8* | 37.4 | -22.5* | . | 11.7
O=C1C2=C(Nc3ccccc3N2)OC1c1ccc2c(c1)OCO2 (stereo unspecified) | 100.3 | 92.5 | 99.8 | 98.0 | 125.3 | 106.1 | 88.7 | 92.1 | 92.5
Cn1c(=O)ccc(=O)n1-c1ccccc1 | 105.6 | 102.9 | 104.8 | 132.7 | 115.1 | 106.2 | 97.0 | 101.4 | 104.3
O=C1/C(=C\c2ccc(-c3ccccc3Cl)o2)C=C(c2ccc(Cl)cc2)N1Cc1ccccc1 | 96.7 | 100.7 | 95.9 | 100.4 | 96.8 | 91.6 | 98.0 | 86.2 | 95.0
CC(=O)[C@@H]1CC[C@]2(C(=O)O)CC[C@]3(C)[C@H](CC[C@@H]4[C@@]5(C)Cc6c([nH]c7ccccc67)C(C)(C)[C@@H]5CC[C@]43C)[C@@H]12 | 67.6 | 77.3 | 44.9 | 86.8 | 86.6 | 65.7 | 46.4 | 64.0 | 54.4
O=[N+]([O-])c1nccn1CCCCCCCCCCCN1CCOCC1 | 84.4 | 100.4 | 102.4 | 113.0 | 107.2 | 88.6 | 94.3 | . | 102.2
NNC(=O)Cc1csc2ccccc12 | 103.8 | 94.6 | 109.0 | 90.8 | 103.8 | 95.8 | 72.5 | 97.7 | 94.0

Screening data: PubChem, NCI
